INS promoter inh: TRM-6 insulin promoter activity inhibition. TRM-6 cells (human fetal islet line), insulin promoter-eGFP reporter, imaging; reporter expression induced with tamoxifen. inhibition, % at 2 µM. 130,000 tested, 0.9% active. AID 1273;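 active means inhibition above the mean plus 3 SD, with well images judged a real hit on visual review, cut at about 60% in these data, passing the limit was not always enough; inconclusive means inhibition over the cutoff but images rejected on review; inactive means inhibition not above the cutoff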
SDO1 yeast rescue: compounds rescuing growth of sdo1-depleted yeast, bone marrow failure model. S. cerevisiae sdo1-depleted JHY4D growth rescue, OD600 30 h; active compounds read high; pdr5 snq2 efflux-pump mutant strain. z-score at 10 µM. 140,000 tested, 0.21% active;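 active means z-score above 3 at both the 24 hr and the 30 hr optical density reads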;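 further: z-score against mean and SD of all compound wells on the same plate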
SDO1 yeast rescue Rescue 24 h: also measured in SDO1 yeast rescue; calls as there; z-score; S. cerevisiae sdo1-depleted JHY4D growth rescue, OD600; measured here: growth rescue at 24 h;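 0 is the plate mean of compound wells and units are plate SD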
* marks the source's active call; other numbers are inactive results; ? = inconclusive; / = no result given. These rows are one share of the data. The share of hits here may be higher or lower than overall.

INS promoter inh	SDO1 yeast rescue	SDO1 yeast rescue Rescue 24 h	Molecule
-40.6	-0.97	-1.07	O=C(CSc1nnc(-c2ccccc2)n1Cc1ccco1)NCc1ccc2c(c1)OCO2
-42.1	/	/	CSCCC1NC(=O)N(C(C)C(=O)Nc2cc(Cl)cc(Cl)c2)C1=O (stereo not drawn)
1.8	1.31	1.12	Nc1c(N(C(=O)Nc2ccc(Cl)c(Cl)c2)C2CCCC2)c(=O)[nH]c(=O)n1Cc1ccccc1
32.3	0.47	0.72	Cc1ccc(-n2nc(C)c3c2OC(N)=C(C#N)C3c2ccccc2F)cc1 (stereo not drawn)
-75.6	/	/	O=C(NCCSc1ccc(Cl)cc1)c1ccc(CN2CCOCC2)cc1
-6.5	0.88	1.05	O=C(c1cccc(N2CCCC2=O)c1)N1CCN(c2ccccc2)CC1
-54.0	1.92	1.26	Cc1cccc(NC(=O)CN2C(=O)NC(C)(c3ccc4c(c3)OCO4)C2=O)c1 (stereo not drawn)
/	-0.22	0.15	COc1ccccc1-c1ccc(NC2CCCCC2)nn1
-83.3	-1.63	-1.44	CC1CCN(C(c2cccs2)c2nnnn2Cc2ccccc2)CC1 (stereo not drawn)
-21.9	-1.75	-1.33	CCc1cccc(C)c1NC(=S)NCCc1c(C)[nH]c2ccc(C)cc12
-37.1	-1.24	-1.33	OC(CNCc1ccco1)Cn1c2ccccc2c2ccccc21 (stereo not drawn)
0.0	1.42	1.29	CC(C)(C)NC(=S)NCc1cccnc1
-11.1	0.41	0.81	Cc1cccc2cc(C#N)c(SCc3nnc(-c4ccccc4[N+](=O)[O-])o3)nc12
27.6	-1.16	-0.64	CCOc1cc2c(cc1OCC)C(c1ccccc1)N(c1ccccc1)C(=O)C2 (stereo not drawn)
22.2	-0.75	-0.11	COc1ccc(-n2c(CCc3ccccc3)nnc2SCC(=O)c2ccccc2)cc1
0.0	-0.13	-1.02	COc1ccc(-c2nc3c(n2O)CCC/C3=N\O)cc1
-15.8	-1.6	-1.18	COc1ccc(CN(C(=O)CSc2nnc(-c3ccccc3F)o2)c2ccc(F)cc2)cc1
-46.1	1.42	0.17	COCCCNC(=O)CCN1C(=O)COc2ccccc21
19.2	0.4	0.18	Cc1ccc(CNC(=O)c2ccc(OCC3CCCO3)cc2)cc1 (stereo not drawn)
-13.9	1.67	0.88	CC(=O)OCc1nc2ccccc2s1
0.0	/	/	CN(C(=O)CSc1nnnn1-c1ccccc1)C1CCS(=O)(=O)C1 (stereo not drawn)
12.9	-0.95	-0.47	Cc1cccc(C(=O)Nc2cccc(OC(=O)c3cccc(C)c3)c2)c1
/	0.63	0.3	O=C(c1ccccc1)c1cccn1CC(=O)N1CCCCCC1
-36.0	0.06	0.25	C=CCn1c(COc2ccc(Cl)cc2)nnc1SCC(=O)N/N=C/c1ccccc1
/	0.57	1.61	CC(C)C(=O)Nc1ccccc1C(=O)N/N=C/c1ccc([N+](=O)[O-])cc1
/	-1.04	-0.32	CCCCCCn1c(N2CCC(C)CC2)nc2c1c(=O)[nH]c(=O)n2C
-7.7	-1.15	-1.26	Cc1ccc(-c2noc(CCCOc3ccc(Cl)cc3Cl)n2)cc1
7.1	/	/	COc1ccc(N2C(=O)CC(Sc3nc4ccccc4s3)C2=O)cc1OC (stereo not drawn)
-91.4	-0.21	-0.25	CCOC(=O)C(NC(=O)CC(C)C)(Nc1sc(C)c(CC)c1C#N)C(F)(F)F (stereo not drawn)
10.7	-1.35	-0.78	COC(=O)c1sccc1NC(=O)c1ccc2c(c1)OCO2

Some entries already given, limited to INS promoter inh.
SMILES,INS promoter inh
CCOC(=O)C(NC(=O)CC(C)C)(Nc1sc(C)c(CC)c1C#N)C(F)(F)F (stereo not drawn),-91.4
COC(=O)c1sccc1NC(=O)c1ccc2c(c1)OCO2,10.7

More entries follow.
INS promoter inh	SDO1 yeast rescue	SDO1 yeast rescue Rescue 24 h	Molecule
-22.2	/	/	O=C(CN1C(=O)C(=O)c2ccccc21)NCCc1ccccc1
/	0.87	1.04	Cc1ccnc(NC(=O)C2CCCN(S(=O)(=O)c3cnc[nH]3)C2)c1 (stereo not drawn)
46.4	0.32	-1.04	CC(NC(=O)COC(=O)CCc1ccc(S(=O)(=O)N2CCOCC2)cc1)C1CC2CCC1C2 (stereo not drawn)
/	0.59	0.91	Cc1cc(C)n(-c2ccc(C(=O)OCC(=O)Nc3ccc(S(=O)(=O)N4CCOCC4)cc3)cc2)n1
-50.0	/	/	CSc1ccc(/C=C/C(=O)NC(=O)c2ccccc2O)cc1
/	-0.91	-1.1	Cc1nc2oc3c(NCc4ccccc4)ncnc3c2c2c1COC(C)(C)C2
-209.5	0.92	0.62	Cc1ccc2ncnc(NCCC(=O)O)c2c1
5.6	-1.8	-0.67	Cc1ccc(-c2nc(NC(=O)CSc3nnnn3-c3ccccc3)ns2)cc1
13.3	0.2	0.39	C/C(=C\C(=O)OCC(=O)NCc1ccccc1)C(=O)OCC(=O)NCc1ccccc1
-52.9	/	/	O=[N+]([O-])c1ccc(Oc2ccc(C(F)(F)F)cn2)cc1

Three compounds from above, arranged by SMILES length, lowest first.
INS promoter inh	SDO1 yeast rescue	SDO1 yeast rescue Rescue 24 h	Molecule
-22.2	/	/	O=C(CN1C(=O)C(=O)c2ccccc21)NCCc1ccccc1
-52.9	/	/	O=[N+]([O-])c1ccc(Oc2ccc(C(F)(F)F)cn2)cc1
1.8	1.31	1.12	Nc1c(N(C(=O)Nc2ccc(Cl)c(Cl)c2)C2CCCC2)c(=O)[nH]c(=O)n1Cc1ccccc1

(continued)
INS promoter inh	SDO1 yeast rescue	SDO1 yeast rescue Rescue 24 h	Molecule
-21.4	0.35	-0.22	Nc1ccc(-c2cnc(-c3ccc(N)cc3)nc2)cc1
-20.0	1.19	0.94	COC(=O)CN1C(=O)CC(C)(C)Sc2ccccc21
/	-1.39	-1.28	O=C(COC(=O)c1cn(-c2ccccc2)nc1-c1ccc(F)cc1)Nc1ncc(Cl)cc1Cl
-16.7	0.14	-0.2	CC1=NN(C(=O)Cn2nc([N+](=O)[O-])cc2C)C(O)(C(F)(F)F)C1 (stereo not drawn)
/	1.37	1.94	COc1ccccc1N1CCN(C(=O)Cn2nnc(-c3cccs3)n2)CC1
20.0	/	/	CCCCCCCCCC(=O)Nn1cnc2ccccc2c1=O
/	0.22	-0.06	Cc1cc(C)n(-c2nc3ccccc3c(=O)n2OCC(=O)Nc2c(C)cccc2C)n1
35.0	/	/	COc1ccc(-c2nc(CN(Cc3cnn(C)c3)C(C)C)c(C)o2)c(OC)c1
-25.6	/	/	COCCSc1nnc(NS(=O)(=O)c2ccccc2)s1
/	-1.9	-1.68	COc1ccc(Br)cc1/C=C/C(=O)Nc1c(C)cccc1C

Taken from above:
INS promoter inh with CCCCCCCCCC(=O)Nn1cnc2ccccc2c1=O : 20.0
INS promoter inh with CC1=NN(C(=O)Cn2nc([N+](=O)[O-])cc2C)C(O)(C(F)(F)F)C1 (stereo not drawn) : -16.7
INS promoter inh with COCCSc1nnc(NS(=O)(=O)c2ccccc2)s1 : -25.6

New compounds follow.
INS promoter inh	SDO1 yeast rescue	SDO1 yeast rescue Rescue 24 h	Molecule
-31.6	/	/	CCOc1ccccc1NC(=O)NCCC1=CCCCC1
-44.4	0.41	0.69	CCOc1cc2[nH]c(=S)n(CCCN3CCCC3=O)c(=O)c2cc1OCC
?	0.53	0.34	Cc1nc2ccccc2c2oc(C(=O)NCCN3CCCCC3C)cc12 (stereo not drawn)
-4.0	-0.36	-0.42	CCSc1nnc(NC(=O)CSc2nnc(CNC(=O)c3ccc(OC)c(OC)c3)o2)s1
-66.7	0.12	1.74	CCC(C)c1ccc(OCCn2cc(/C=N/NC(=O)CSc3nnc(C)s3)c3ccccc32)cc1 (stereo not drawn)
36.8	/	/	O=C(COc1ccccc1)NNc1nc2c(F)cccc2s1
42.1	/	/	CCc1ccccc1NC(=S)NNC(=O)c1ccccc1Cl
/	-1.35	-1.62	COc1ccccc1C(c1nnnn1CS(=O)(=O)c1ccc(C)cc1)N1CCSCC1 (stereo not drawn)
3.3	-1.68	-2.3	O=C(Cn1ncc2c3ccccc3n(Cc3ccccc3)c2c1=O)N1CCN(c2ncccn2)CC1
/	-1.02	-0.31	COc1cccc(NC(=O)C(Sc2nc3ccccc3c(=O)n2CC(C)C)c2ccccc2)c1 (stereo not drawn)
-26.7	/	/	CCCNC(=S)N1CCN(Cc2ccc3c(c2)OCO3)CC1
18.2	1.19	0.53	Cc1cc(C)n(C(=O)c2ccc(S(=O)(=O)NCC3CCCO3)cc2)n1 (stereo not drawn)
-185.7	-2.75	-1.51	O=C(OCn1ncc(Br)c(Br)c1=O)c1ccc(F)cc1
-35.0	-0.81	1.53	Cc1ccc(-c2nc3sc4c(N)ncnc4c3c3c2CCCC3)cc1
22.2	/	/	C/C(=N\NC(=O)c1cccc([N+](=O)[O-])c1)c1ccncc1
62.8	0.02	-0.57	CCC(CC)c1nnc(NC(=O)CS(=O)(=O)Cc2ccccc2)s1
-26.5	-0.46	-1.28	COc1ccc(/C=N/NC(=O)c2[nH]nc3c2CCc2ccccc2-3)cc1OC
7.4	-0.03	-0.66	CCN(CC)c1nc(C#N)nc(N(CC)CC)n1
42.9	-0.12	0.11	O=C1CCCc2c1cc(C(=O)Nc1ccc(Cl)cn1)c(=O)n2-c1ccccc1
/	0.78	0.63	CCCCn1c(=O)[nH]c2nc3cc(N)ccc3nc2c1=O
40.5	-1.13	-1.45	COCCn1c(C)cc(C(=O)COC(=O)CCN2C(=O)c3ccccc3C2=O)c1C
-37.5	1.1	1.07	CC(C)C(=O)Nc1cccc(C(=O)Nc2ccccc2C(=O)O)c1
/	0.59	0.65	CCOC(=O)c1c(NC(=O)COC)sc(C(C)=O)c1C
15.4	/	/	O=S(=O)(/C=C/c1ccccc1)Nc1cccc(S(=O)(=O)NC2=NCCC2)c1
-34.2	-1.3	-0.49	Brc1ccc(-c2nnc(-c3ccc4c(c3)OCO4)o2)o1
-23.1	0.48	-0.17	O=C(CCSCCC(=O)N1CCCC1)N1CCCC1
-37.0	-0.15	1.17	COc1ccc(C(=O)Nc2ccc(NC(=O)c3cccs3)cc2)cc1Cl
/	-0.45	-0.16	CN1CCN(CCC(=O)Nc2ccc(OCc3ccccc3)cc2)CC1
-76.9	-0.43	-0.96	CC(=O)NCCN=Cc1sc2ccccc2c1O
30.8	1	2.84	Cc1ccc2nc(-c3ccc(SCC(=O)Nc4ccc5c(c4)OCCO5)nc3)[nH]c2c1
33.3	0.33	-0.21	CC(=O)c1c(C)[nH]c(C(=O)CSc2nnc3ccccn23)c1C
-29.2	-1.23	0.02	O=C(NCc1ccccc1)C12CC3CC(CC(C3)C1)C2
0.0	0.28	0.39	CC(=O)N(c1ccc2oc(=O)sc2c1)S(=O)(=O)c1cccs1
/	-0.77	-0.77	CCOc1cc(C(=O)N/N=C/C(Br)=C/c2ccccc2)cc(OCC)c1OCC
12.0	0.78	1.15	CCOc1ccc(CNC(=O)c2ccc(Sc3ccc(Cl)cc3)c(NC(C)=O)c2)cc1
-63.0	-0.52	-0.46	COc1cc2c(cc1NC(=O)C(c1ccccc1)c1ccccc1)CCCC2
16.7	-0.55	-0.63	CC(=O)Oc1ccc2occ(C(=O)c3cccs3)c2c1
81.8*	-0.63	-0.81	CC1(C)OC(=O)C(=CNn2cnc3ccccc3c2=O)C(=O)O1
-40.7	-0.79	-0.98	COc1ccc(CN(C(=O)c2oc3ccccc3c2C)C2CCS(=O)(=O)C2)cc1 (stereo not drawn)
-17.6	/	/	CCOc1ccc(/C=N/Nc2ccccn2)cc1

Two entries from above in a different format:
canonical_smiles | INS promoter inh | SDO1 yeast rescue | SDO1 yeast rescue Rescue 24 h
O=C(NCc1ccccc1)C12CC3CC(CC(C3)C1)C2 | -29.2 | -1.23 | 0.02
CCOc1ccc(CNC(=O)c2ccc(Sc3ccc(Cl)cc3)c(NC(C)=O)c2)cc1 | 12.0 | 0.78 | 1.15

Remaining list, next part:
INS promoter inh	SDO1 yeast rescue	SDO1 yeast rescue Rescue 24 h	Molecule
-12.5	-1.63	-1.08	Fc1ccc(Cn2nnnc2CN2CCc3ccccc3C2)cc1
71.4*	-1.15	-0.16	COC(=O)C1=C(C)NC(=O)/C1=C\c1cc(C)n(-c2ccccc2C)c1C
/	1.21	2.35	CC(C)(O)P(C)(=O)c1ccccc1 (stereo not drawn)
28.6	0.42	-0.12	COc1ccc(NC(=O)CSc2nnc(C3CCCCC3)o2)c(OC)c1
12.9	0.26	0.08	CCOC(=O)c1[nH]c2ccc(OC)cc2c1NC(=S)N1CCN(c2ccccc2OC)CC1
60.0	-0.93	1.16	Cc1cc(C)n(-c2nc(N(c3ccccc3)c3ccccc3)nc(-n3nc(C)cc3C)n2)n1
-36.8	/	/	O=C(CSc1nc2sc3c(c2c(=O)n1Cc1ccco1)CCC3)N1CCc2ccccc21
/	-0.86	-0.91	Cn1c(Cn2c(=O)sc3ccccc32)nnc1SCc1ccc(F)cc1
33.3	/	/	COc1ccccc1C1c2c(oc3ccc(Cl)cc3c2=O)C(=O)N1c1cc(C)on1 (stereo not drawn)
-100.0	/	/	O=S(=O)(c1ccc2ccccc2c1)N1CCN=C1SCc1cccnc1
/	1.17	2.1	COc1ccccc1N=c1oc2c(OC)cccc2cc1C(=O)NCc1ccco1
-66.7	-1.24	0.16	Clc1ccccc1Nc1nnc(-c2ccncc2)s1
10.0	-0.63	-0.38	c1ccc(-c2noc(COc3ccc4c(c3)OCO4)n2)cc1
11.1	0.3	-0.56	CC(/C=C/c1cccc([N+](=O)[O-])c1)=N/NC(=O)c1cccnc1
-50.0	/	/	CC(OC(=O)c1oc2ccccc2c1COc1ccccc1)C(N)=O (stereo not drawn)
-13.6	-1.7	-0.71	Nc1ncnc2oc(-c3ccco3)c(-c3ccco3)c12

Screens from PubChem.
